High-throughput results: PubChem, National Center for Advancing Translational Sciences (NCATS)
EPAC1 ag – qHTS for Agonist of cAMP-regulated guanine nucleotide exchange factor 3 (EPAC1): primary screen; Rap guanine nucleotide exchange factor 3 (Homo sapiens), O95398; EPAC1 agonist qHTS, biochemical assay; response scale: 100% = response to 6.5 mM cAMP; Potency, µM (highest dose often 154 µM), without a hit: at the highest dose activation, hits mostly activators; 0.073% of 360,000 active; AID 720707, 2013; also: potency is read from the fitted curve at half-maximal effect; nearly all actives have a fitted effect of over 60% in size
Target sequence (O95398 whole entry, looked up): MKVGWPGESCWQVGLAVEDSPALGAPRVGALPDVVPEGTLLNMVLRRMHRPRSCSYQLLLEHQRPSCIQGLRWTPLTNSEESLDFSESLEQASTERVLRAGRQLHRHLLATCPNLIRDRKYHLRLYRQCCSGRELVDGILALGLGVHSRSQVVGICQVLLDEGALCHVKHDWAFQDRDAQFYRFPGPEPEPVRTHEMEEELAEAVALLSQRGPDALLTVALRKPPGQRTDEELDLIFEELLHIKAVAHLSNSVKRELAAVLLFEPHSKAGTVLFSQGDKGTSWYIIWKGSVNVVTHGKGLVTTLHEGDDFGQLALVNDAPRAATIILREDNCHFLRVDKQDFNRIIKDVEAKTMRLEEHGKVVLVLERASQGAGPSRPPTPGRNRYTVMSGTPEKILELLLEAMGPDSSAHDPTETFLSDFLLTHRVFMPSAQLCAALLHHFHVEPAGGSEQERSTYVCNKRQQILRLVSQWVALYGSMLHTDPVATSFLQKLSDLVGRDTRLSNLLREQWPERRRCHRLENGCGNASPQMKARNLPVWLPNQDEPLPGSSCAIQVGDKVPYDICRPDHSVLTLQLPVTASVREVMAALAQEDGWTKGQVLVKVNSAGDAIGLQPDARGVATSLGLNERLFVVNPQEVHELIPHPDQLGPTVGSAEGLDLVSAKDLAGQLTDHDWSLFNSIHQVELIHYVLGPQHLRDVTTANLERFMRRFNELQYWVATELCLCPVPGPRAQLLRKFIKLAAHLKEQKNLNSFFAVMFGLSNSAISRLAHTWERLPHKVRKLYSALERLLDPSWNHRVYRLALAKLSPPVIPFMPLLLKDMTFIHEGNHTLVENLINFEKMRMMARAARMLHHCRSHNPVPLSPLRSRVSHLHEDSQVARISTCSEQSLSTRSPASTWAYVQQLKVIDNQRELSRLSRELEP
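Multi-concentration qHTS readout: loss of Rap1B-bound BODIPY-GDP fluorescence driven by 100 nM EPAC1 with excess GDP (50 uM), monitored kinetically at room temperature; agonist response expressed relative to 6.5 mM cAMP.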
GLP-1R agonist – qHTS of GLP-1 Receptor Agonists. AID 624172, 2012. 0.007% of 380,000 active. HEK293 GLP-1R CRE-luciferase, luminescence, 4-6 h; cells express a hypersensitive GLP-1R form. Potency, µM (doses to about 45.6 µM), inactives show at the highest dose activation, most hits filed as activators; also: potency is read from the fitted curve at half-maximal effect; % of control where 0% means no effect
IL-2 act – qHTS of IL-2 Activators; IL-2 activation reporter assay, cell-based qHTS; stimulated with anti-CD3/CD4/CD28 beads; in transgenic mouse T cells; activation, % (series mostly up to about 46 µM); 0.065% of 360,000 active; AID 652025, 2013; in the data active = activation above about 50%; inconclusive = mostly about 30% to 49%; also: 0% is about no effect
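Screening format: compound pinned onto unstimulated transgenic mouse T cells, 60 min incubation, then anti-CD3/anti-CD4/anti-CD28 bead stimulation for 18 hours at 37 degrees C, followed by EGFP and DsRed detection.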
EPAC1 antag – qHTS for Antagonist of cAMP-regulated guanine nucleotide exchange factor 3 (EPAC1): primary screen; Rap guanine nucleotide exchange factor 3 (Homo sapiens), O95398; Potency, µM (highest dose often 115 µM), for inactives: top-dose activity change, negative = inhibition, most hits filed as inhibitors; EPAC1 GEF assay, Rap1b-BODIPY-GDP exchange fluorescence; AID 720709, 2013; 0.14% of 360,000 active;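 also: potency is read from the fitted curve at half-maximal effect; plate controls were vehicle for no effect and positive control for full effect; nearly all actives have a fitted effect of over 50% in size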
PTHR1 agonist – qHTS for PTHR1 Agonists: Primary Screen; 0.075% of 410,000 active; HEK293 GP2 PTHR1 cells, GloSensor cAMP luminescence, 1 h; Potency, µM (doses to about 115 µM), inactives show at the highest dose activation, actives largely listed as activators; Parathyroid hormone/parathyroid hormone-related peptide receptor (Homo sapiens), Q03431; AID 743266, 2014; also: potency is read from the fitted curve at half-maximal effect; nearly all actives have a fitted effect of over 55% in size; some results filed as inactive show a strong effect at the top dose; inactives centre near -15; many of its hits are not listed in these tables
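HEK-293-derived GP2 cells expressing PTHR1 and a GloSensor cAMP reporter, 3,000/well, plated overnight, given luciferin plus IBMX (each 0.5 mM as added) for 1 h at 37 °C, then compound for 1 h at 37 °C. Luminescence was read after 15 min at room temperature.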
GLP-1R inv ag – qHTS of GLP-1 Receptor Inverse Agonists (Inhibition Mode) | Potency, µM (series often up to 38.3 µM), inactives show at the top dose activity change, negative = inhibition, usual class: inhibitors | HEK293 GLP-1R CRE-luciferase, luminescence, 24 h; GLP-1R form is constitutively active | 1.6% of 410,000 active | Glucagon-like peptide 1 receptor (Homo sapiens), P43220; also: potency is read from the fitted curve at half-maximal effect; % is scaled to controls: 0 for no effect and ±100 for the full control effect; nearly all actives have a fitted effect of over 55% in size
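Stable HEK293 clone (constitutively active GLP-1R + cAMP-response luciferase); 200 cells/uL plated, 12 h pre-culture, compound 24 hr, 37 deg C/5% CO2; detection reagent 12 min RT; luminescence.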
PI5P4Ka inh – qHTS for Inhibitors of phosphatidylinositol 5-phosphate 4-kinase (PI5P4K). Phosphatidylinositol 5-phosphate 4-kinase type-2 alpha (Homo sapiens), P48426. 1.2% of 330,000 active. AID 652105, 2013. max response, %. PI5P4Kalpha enzyme, ADP-Glo luminescence, 60 min; active compounds read low; active = max response of -50% or lower; inconclusive = between -30% and -50%; inactive = -30% or higher; also: value at the top dose of about 77 µM; % is scaled to controls: 0 for no effect and ±100 for the full control effect
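ADP-Glo luminescence end-point read after a 60 min room-temperature kinase reaction of PI5P4Kalpha plus substrate, initiated with ATP at 5 microM final. Buffer: 0.038 M HEPES pH 7.4, EGTA, 0.1% CHAPS, 5% DMSO.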
PLK1 PBD block – qHTS for Inhibitors of PLK1-PDB (polo-like kinase 1 - polo-box domain): Primary Screen | Serine/threonine-protein kinase PLK1 (Homo sapiens), P53350 | 2.8% of 360,000 active | Potency, µM, inactives show max response, negative = inhibition, usual class: inhibitors | Plk1 PBD binding of FITC phosphopeptide, fluorescence polarization; also: potency is read from the fitted curve at half-maximal effect; series mostly up to about 57 µM; % is scaled to controls: 0 for no effect and ±100 for the full control effect; nearly all actives have a fitted effect of over 65% in size
HEK293 tox – qHTS of GLP-1 Receptor Inverse Agonists: Cytotox Screen; 0.13% of 410,000 active; Potency, µM (top dose mostly 38.3 µM), for inactives: at the highest dose activity change, negative = inhibition, usual class: inhibitors; AID 624418, 2012; HEK293 cAMP-luciferase reporter cells, luminescence, 24 h;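 also: loss of luciferase light is scored as toxicity; potency is read from the fitted curve at half-maximal effect; % is scaled to controls: 0 for no effect and ±100 for the full control effect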
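Step one: seed cells (200 cells/uL, DMEM with 10% Nu serum, 1% pen-strep). Step two: 12-hour incubation at 37 deg C. Step three: pin 23 nL compound, incubate 24 hr. Step four: add luciferase reagent, read luminescence 12 min later.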
* hit, by the source's call; i = inactive; ? = inconclusive; / = no result given; [ ] = remark or other dose. Unless noted, calls follow the shape of the dose curve; as a rule, active = well fitted curve in the direction sought with a large enough effect; inconclusive = small, poorly fitted or top-dose-only effect, or another doubt; inactive = no such curve, though single readings can be large; an effect the other way counts as inactive or inconclusive. The list is partial; count on the stated rates, not on these rows.

SMILES	EPAC1 ag	GLP-1R agonist	IL-2 act	EPAC1 antag	PTHR1 agonist	GLP-1R inv ag	PI5P4Ka inh	PLK1 PBD block	HEK293 tox
C/C(CC(=O)Nc1ccc(F)cc1)=N\NC(=O)Cc1csc(N)n1	-11%	5%	1.1	7%	i	11%	2	-3%	16%
COc1ccc(S(=O)(=O)N2CCCCC2)cc1NC(=O)CN(Cc1ccco1)Cc1ccco1	25%	5%	-0.7	0%	-36%[inhibitor]	?	-24	-2%	-5%
COc1cccc(C(=O)OCCN2CCCCC2)c1	-2%	8%	1.8	8%	i	18%	-2	-2%	1%
CCOc1cc(C(=O)NC(C)CCc2ccccc2)cc(OCC)c1OCC (stereo not drawn)	-8%	-5%	-0.8	1%	-47%[inhibitor]	-1%	3	5%	-9%
CCCCNc1cc(=O)n(C)c(=O)n1C	0%	-3%	0.7	-13%	i	8%	2	-4%	-23%
O=C(CN1CCS(=O)(=O)CC1)NNC(=O)C1CCCCC1	3%	5%	-1.3	-9%	i	11%	0	-14%	5%
COc1ccc(CC(=O)Nc2cccc(-c3nnc(-c4cccc(C)c4)o3)c2)cc1OC	-6%	-19%	-0.5	13%	-27%[57.5 µM]	0%	2	-2%	-10%
CCC(CC)NC(=O)COc1ccc(OC)cc1C=O	0%	6%	-0.1	-2%	i	0%	-3	-2%	-10%
CCN1C(=O)[C@H]2[C@@H](c3ccc(C)cc3)N[C@]3(CCCN(Cc4ccc(F)cc4)C3=O)[C@H]2C1=O	-7%	-1%	-1.8	3%	-13%	3%	3	-15%	15%
O=C(CN1CCOCC1)Nc1ncc(Cc2cccc(Cl)c2Cl)s1	12%	6%	0.7	4%	-21%	?	4	1%	7%
CC(C)n1nc(C(=O)NCCCN2CCCC2=O)c2ccccc2c1=O	-2%	-9%	-3.9	1%	-20%	22%	7	-8%	-5%
COc1ccccc1-c1oc2ccccc2c1-c1ccc2cc[nH]c2c1	-8%	-4%	-3.0	1%	i	-14%	11	-6%	-10%

Gathered by group: the entries above with a furan ring, fused or not
SMILES	EPAC1 ag	GLP-1R agonist	IL-2 act	EPAC1 antag	PTHR1 agonist	GLP-1R inv ag	PI5P4Ka inh	PLK1 PBD block	HEK293 tox
COc1ccc(S(=O)(=O)N2CCCCC2)cc1NC(=O)CN(Cc1ccco1)Cc1ccco1	25%	5%	-0.7	0%	-36%[inhibitor]	?	-24	-2%	-5%
COc1ccccc1-c1oc2ccccc2c1-c1ccc2cc[nH]c2c1	-8%	-4%	-3.0	1%	i	-14%	11	-6%	-10%

Further structures follow.
SMILES	EPAC1 ag	GLP-1R agonist	IL-2 act	EPAC1 antag	PTHR1 agonist	GLP-1R inv ag	PI5P4Ka inh	PLK1 PBD block	HEK293 tox
CCNc1oc(-c2ccc(OC)cc2)nc1S(=O)(=O)c1ccc(Br)cc1	-4%	-3%	-1.5	2%	i	-5%	/	-3%	-7%
O=C(NCc1ccccc1)c1onc(CSc2ccncc2)c1C(=O)NCc1ccccc1	1%	-2%	-2.8	-2%	-26%	6%	4	-7%	0%
COc1cccc(CN(C)C(=O)/C=C/c2ccc(S(=O)(=O)N3CCCCCC3)cc2)c1	-3%	-1%	-1.1	-12%	-2%	?	4	1%	-9%
COc1ccc(OC)c(S(=O)(=O)N2CCN(C34CC5CC(CC(C5)C3)C4)CC2)c1	9%	-4%	0.5	4%	-4%[57.5 µM]	?	1	-8%	3%
O=C(CNc1ccc2ccccc2c1)N/N=C/c1ccccn1	2%	11%	0.7	-6%	i	?	-1	-3%	-3%
O=C(Nc1cccc(Cl)c1)N1CCSc2cc(Cl)ccc21	21%	-4%	-2.4	10%	-3%[57.5 µM]	?	/	-3%	-2%
Cc1ccsc1-c1n[nH]c(=S)n1CC(C)C	8%	-1%	1.0	2%	-23%	-4%	-16	-21%	?
O=C(N/N=C/c1cccc(NC(=O)c2ccc(Cl)cc2)c1)c1cccc(O)c1	8%	8%	-0.8	?	-49%[inhibitor]	?	-20	-15%	-23%
Cc1cc(C)n(C(=O)c2cccc([N+](=O)[O-])c2)n1	-2%	-1%	-0.6	0%	-41%[inhibitor]	12%	-5	4%	-2%
O=C(CCCC(=O)NCc1ccc(F)cc1)NCc1ccc(F)cc1	5%	0%	-3.0	6%	i	3%	2	24µM*	0%
CC(Oc1ccccc1)C(=O)OCC(=O)Nc1sccc1C(N)=O (stereo not drawn)	14%	20%	-3.1	2%	-35%[inhibitor]	-1%	?	-8%	-13%
CCCCCCCNC(=O)C1(CC2CC(c3ccc(Cl)cc3)=NO2)CCN(C(=O)c2cc(OCC)c(OCC)c(OCC)c2)CC1 (stereo not drawn)	-21%	-6%	7.2	-19%	i	?	8	-4%	1%
Cc1nn(C(C)C(=O)N2CCN(c3ccccn3)CC2)c(=O)c2cc3occc3n12 (stereo not drawn)	6%	-1%	0.6	0%	i	9%	0	-3%	-3%
CCC1(c2ccccc2)NC(=O)N(CC(=O)NNC(=O)c2ccoc2C)C1=O (stereo not drawn)	0%	-8%	1.9	0%	-15%	10%	-8	-3%	2%
CCOc1cc(C(=O)OC(C)C(=O)Nc2ccccc2OC)ccc1OCC(=O)N1CCOCC1 (stereo not drawn)	5%	11%	1.3	-12%	-7%	26%	1	4%	1%
O=C(CNS(=O)(=O)c1ccc(Cl)cc1)N/N=C/c1ccco1	-15%	2%	0.0	-20%	-1%	11%	1	-22%	-4%
CCc1nc2ccc(C(=O)NCCc3ccccn3)cn2c1N(C)CCC(C)C	-9%	-8%	-0.4	-14%	i	?	3	-6%	-12%
CC1=CC(=C(C#N)c2nc3ccccc3s2)C=C(C)N1c1ccc(F)cc1	-1%	-1%	18	16%	i	1%	9	21µM*	37%[activator]
Cn1nnc(NC(=O)c2ccc3ccccc3c2)n1	0%	-3%	-0.2	2%	i	24%	-9	-2%	6%
COC(c1ccccc1)c1nnc(CCC(=O)NCc2cccc(-n3cccn3)c2)o1 (stereo not drawn)	-1%	11%	-2.2	-15%	-2%	-28%	-7	-9%	1%
COc1ccc(S(=O)(=O)NNC(=O)C23CC4CC(CC(C4)C2)C3)cc1[N+](=O)[O-]	2%	-4%	-1.0	11%	-30%	-19%	-7	-14%	4%
COc1ccccc1C(CNC(=O)CNC(=O)c1ccccc1Cl)N1CCCC1 (stereo not drawn)	2%	10%	-0.3	-14%	i	2%	14	-10%	1%
CCOc1ccc(S(=O)(=O)Nc2ccc(C(=O)NCc3ccncc3)cc2)cc1	9%	-3%	1.3	10%	i	4%	-2	-1%	-3%
CCC1CCCCN1C(=O)COc1ccc(F)cc1 (stereo not drawn)	7%	1%	-2.0	3%	i	-9%	-7	-17%	-6%
Cc1cc(/C=N/NC(=O)c2c(Br)cnn2C)c(C)n1-c1cccc(Br)c1	13%	0%	-0.4	-6%	-23%	?	1	-8%	-9%
COc1ccc(C2=NN(C(=O)COc3ncnc4ccccc34)C(c3ccco3)C2)cc1 (stereo not drawn)	8%	32%	1.1	2%	i	3%	-1	-5%	-1%

Compounds shown so far with four or more nitrogen atoms (11):
SMILES	EPAC1 ag	GLP-1R agonist	IL-2 act	EPAC1 antag	PTHR1 agonist	GLP-1R inv ag	PI5P4Ka inh	PLK1 PBD block	HEK293 tox
C/C(CC(=O)Nc1ccc(F)cc1)=N\NC(=O)Cc1csc(N)n1	-11%	5%	1.1	7%	i	11%	2	-3%	16%
CC(C)n1nc(C(=O)NCCCN2CCCC2=O)c2ccccc2c1=O	-2%	-9%	-3.9	1%	-20%	22%	7	-8%	-5%
O=C(NCc1ccccc1)c1onc(CSc2ccncc2)c1C(=O)NCc1ccccc1	1%	-2%	-2.8	-2%	-26%	6%	4	-7%	0%
O=C(CNc1ccc2ccccc2c1)N/N=C/c1ccccn1	2%	11%	0.7	-6%	i	?	-1	-3%	-3%
Cc1nn(C(C)C(=O)N2CCN(c3ccccn3)CC2)c(=O)c2cc3occc3n12 (stereo not drawn)	6%	-1%	0.6	0%	i	9%	0	-3%	-3%
CCC1(c2ccccc2)NC(=O)N(CC(=O)NNC(=O)c2ccoc2C)C1=O (stereo not drawn)	0%	-8%	1.9	0%	-15%	10%	-8	-3%	2%
CCc1nc2ccc(C(=O)NCCc3ccccn3)cn2c1N(C)CCC(C)C	-9%	-8%	-0.4	-14%	i	?	3	-6%	-12%
Cn1nnc(NC(=O)c2ccc3ccccc3c2)n1	0%	-3%	-0.2	2%	i	24%	-9	-2%	6%
COC(c1ccccc1)c1nnc(CCC(=O)NCc2cccc(-n3cccn3)c2)o1 (stereo not drawn)	-1%	11%	-2.2	-15%	-2%	-28%	-7	-9%	1%
Cc1cc(/C=N/NC(=O)c2c(Br)cnn2C)c(C)n1-c1cccc(Br)c1	13%	0%	-0.4	-6%	-23%	?	1	-8%	-9%
COc1ccc(C2=NN(C(=O)COc3ncnc4ccccc34)C(c3ccco3)C2)cc1 (stereo not drawn)	8%	32%	1.1	2%	i	3%	-1	-5%	-1%
